Source: PubChem
TAG inh: inhibitors of triacylglycerol accumulation, primary screen, cell-based, uHTS, fluorescence, H9c2; H9c2 cells, Nile Red lipid (TAG) fluorescence; cells loaded with 200 µM oleic acid; inhibition, % at 12.5 µM; 230,000 compounds, 0.66% hits;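 active = pattern-corrected inhibition of lipid staining of at least 50% with the nuclear-stain viability signal not falling by more than 50%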;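 note: 0% = DMSO wells and 100% = triacsin C control wells; some results filed as inactive read as strong as hits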
TAG inh DAPI viability: also measured in TAG inh; calls as there; DAPI nuclei signal change (viability), lower = more cytotoxic, %;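 whole-well DAPI fluorescence read on a plate reader as a viability signal; minus 50 percent equals half of cells still viable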
The depositor's hits bear a star; & = joins results of further samples. An excerpt; the hit share may differ from the screen's.

SMILES	TAG inh	TAG inh DAPI viability
COc1ccc(S(=O)(=O)Oc2cccc(C(=S)N3CCOCC3)c2)cc1	2	4
CN(C)c1ccc(-c2ccnc3c2CC(C)(C(=O)Nc2ccc(Cl)c(C(F)(F)F)c2)O3)cc1 (stereo not given)	15	45
O=C(CN1CCN(c2ccccc2O)CC1)NC(=O)NCc1ccccc1	-24	-2
O=C(CSc1ncccn1)Nc1ccc2c(c1)CCC2	-11	5
COc1ccc(S(=O)(=O)n2cccc2)cc1OC	-12	4
O=C(CCn1nc(-c2ccc(F)cc2)ccc1=O)NCc1ccccc1	-2	-2
Cc1cc(SCC(=O)N/N=C/c2ccc(O)c(O)c2)c(C)cc1Br	5	-4
CCOC(=O)/C(C#N)=C/c1ccc(OCC(=O)Nc2ccc(OC)cc2)c(OC)c1	0	-3
Cn1nnnc1SCC(=O)N1CCN(c2ccc(Cl)cc2)CC1	13	4
Cc1nn(C)c(C)c1CN(C)S(=O)(=O)c1ccc(F)cc1	-7	11
Cc1c(CC(Cl)(Cl)Cl)c2c(n1O)CC(C)(C)CC2=O	-12	30
O=C(Nc1cc(Cl)cc(Cl)c1)C1CC(=O)N(C2CCCC2)C1 (stereo not given)	10	-8
Cc1ccccc1CN(C)CC(=O)NC(C)CCc1ccccc1 (stereo not given)	-18	-12
COCCCNC(=S)NCCCNc1nc2cc(C)cc(C)c2cc1C#N	18	37
CCOc1ccc(CCNC(=O)COC(=O)C2CC2)cc1OCC	28	-1
Cc1nc(/C=C/c2ccccc2)cc(/C=C/c2ccccc2)n1	34	-18
COc1ccc2c(c1)CCc1sc(NC(=O)c3ccco3)nc1-2	-1	7
CC1=C(C(=O)N(C)C)CC(CC(=O)NCc2cccc3ccccc23)C(=O)N1CCCN1CCCC1=O (stereo not given)	9	0
CCCn1c(COc2ccccc2OC)nc2ccccc21	-3	0
COc1ccc(OC)c2c1C(=O)C(Cl)=C(Cl)C2=O	84	-52

Single entries from above:
COc1ccc2c(c1)CCc1sc(NC(=O)c3ccco3)nc1-2 in TAG inh DAPI viability shows 7
Cc1c(CC(Cl)(Cl)Cl)c2c(n1O)CC(C)(C)CC2=O in TAG inh shows -12
COc1ccc(S(=O)(=O)n2cccc2)cc1OC in TAG inh DAPI viability shows 4
CCCn1c(COc2ccccc2OC)nc2ccccc21 in TAG inh DAPI viability shows 0
COc1ccc(S(=O)(=O)Oc2cccc(C(=S)N3CCOCC3)c2)cc1 in TAG inh shows 2
O=C(CSc1ncccn1)Nc1ccc2c(c1)CCC2 in TAG inh shows -11

Back to the main list; the five compounds before the break are reprinted first.
SMILES	TAG inh	TAG inh DAPI viability
Cc1nc(/C=C/c2ccccc2)cc(/C=C/c2ccccc2)n1	34	-18
COc1ccc2c(c1)CCc1sc(NC(=O)c3ccco3)nc1-2	-1	7
CC1=C(C(=O)N(C)C)CC(CC(=O)NCc2cccc3ccccc23)C(=O)N1CCCN1CCCC1=O (stereo not given)	9	0
CCCn1c(COc2ccccc2OC)nc2ccccc21	-3	0
COc1ccc(OC)c2c1C(=O)C(Cl)=C(Cl)C2=O	84	-52
CN1CCc2c(sc(NC(=O)CS(=O)(=O)c3ccc(F)cc3)c2C(N)=O)C1	2	1
COc1ccc(C(=O)Nc2cc3c4c(c2)C(C)C(=O)N4CCC3)cc1 (stereo not given)	15	4
O=C(O)c1nn(-c2cccc(Cl)c2)c(=O)cc1O	-10	10
O=C(NCCc1nnc2ccc(NCc3ccc(F)cc3)nn12)c1ccccc1	1	3
CCCn1c(=N)n(CC(=O)OCC)c2ccccc21	8	-4
COC(=O)c1sccc1NC(=O)C1CC=CCC1C(=O)O (stereo not given)	-7	3
CCOC(=O)c1c(-c2cccc([N+](=O)[O-])c2)csc1NC(=O)C1CCCCC1	28	0
CC(C)N1CCC(N2CCN(Cc3cc4c(cc3Cl)OCO4)CC2CCO)CC1 (stereo not given)	3	8
O=C(COc1ccc(Cl)cc1Cl)Nc1ccccc1NS(=O)(=O)c1cccs1	14	-11
OC(Cc1ccncc1)(c1ccccc1)c1ccccc1	-43	3
Cc1nc2ccccc2n1CC(=O)N/N=C/c1cccnc1	7	12
C=C(C)Cn1c(C)cc(C)c(S(=O)(=O)c2ccc(C)cc2)c1=O	-9	2
COc1cc(CNC(C)C)c(Br)cc1OC1CCCC1	12	14
O=C(Oc1cccc(-c2cnc3ccccc3n2)c1)c1ccco1	6	-5
O=S(=O)(c1cccc(C(F)(F)F)c1)N(CCCN1CCOCC1)Cc1cccs1	-2&-12	-1&14
CCC(CC)C1C(C#N)=C(N)SC(N)=C1C#N	-1	-1
OC(Cn1cncn1)(Cn1cncn1)c1ccc(F)cc1F	11	-1
CC(NC(=O)C1CCCC1)c1ccc2c(c1)OCCO2 (stereo not given)	-8	5
COc1ccc(OC)c(CN2CCN(C(=O)c3ccc(NS(=O)(=O)c4cccc([N+](=O)[O-])c4)cc3)CC2)c1	-1	-2
Cc1ccc(C)c(S(=O)(=O)NC(C)C(=O)NCc2ccccn2)c1 (stereo not given)	-1	-11

Later entries
SMILES	TAG inh	TAG inh DAPI viability
CC(C)OCCCNC(=O)CN1C(=O)CSc2ccc(S(=O)(=O)N3CCOCC3)cc21	3	0
CCc1ccc2c(c1)C1(NN=C(c3cccc4ccccc34)S1)C(=O)N2 (stereo not given)	4	-11
Cc1nn(CC(=O)Nc2ccc(S(=O)(=O)N(C)C)cc2)c(C)c1[N+](=O)[O-]	0	-3
COCc1[nH]nc2c1C(c1ccccc1F)C(C#N)=C(N)O2 (stereo not given)	13	-5
COc1ccc(/C=N/NC(=O)c2cnccn2)c(OC)c1OC	9	-3
Cc1ncc(CO)c(/C=N/NC(=O)c2cc3c(s2)CCCC3)c1O	0	-17
CCCCCC(=O)Nc1cc(S(=O)(=O)N2CCCCC2)ccc1N1CCCCC1	-10	6
Cc1sc2c(c1C)CN(C(C)(C)C)CN2C(=O)c1ccccc1	18	2
CN1CCc2c(sc3c2c(NCc2ccco2)nc2nnnn23)C1	12	9
Cc1nc(N)c(Cc2ccccc2F)c(N)n1	-4	-5
CCOc1ccc(OCCC(=O)OCC(=O)Nc2ccc(Cl)cn2)cc1	10	-1
Cc1ccsc1C1C(C#N)=C(N)OC2=C1C(=O)CC(C)C2 (stereo not given)	8	-1
CCc1ccc(C2CC(c3ccc(Cl)cc3)n3nc(N)nc3N2)cc1 (stereo not given)	5	5
N[C@@H](Cc1ccccc1)c1nnc2sc(SCc3ccccc3)nn12	-2	16
COc1ccc(CCNC(=O)CN2CCN(c3ccccc3Cl)CC2)cc1	-1	5
Cc1cc(C)c(S(=O)(=O)c2ccccc2C)c(Oc2ccccc2)n1	-19	5
C[C@@H]1CN([C@H](C)CO)C(=O)CCCn2nncc2CO[C@@H]1CN(C)C(=O)C1CCCCC1	-19	2
O=C(COC(=O)CCc1nc2ccccc2c(=O)[nH]1)Nc1ccccc1Cl	-8	-3
Cc1ccc(CNC(=O)c2cccc3c2C(=O)c2ccc(N4CCOCC4)cc2S3(=O)=O)cc1	-7	8
Cc1ccccc1CNC(=O)Nc1ccc(Cl)cc1	-21	0

The listing continues.
SMILES	TAG inh	TAG inh DAPI viability
COc1cccc(CNC(=O)CCC2CCCN(C(=O)CCC(F)(F)F)C2)c1 (stereo not given)	-2	5
COC(=O)N/N=C/c1ccccc1Cl	-1	-1
COc1cc2c(cc1OC)CN(S(C)(=O)=O)CC2	6	-3
CCN1CCN(C(=O)c2ccccc2N(C)S(=O)(=O)c2ccc(C)cc2)CC1	7	-1
O=C(NCCCN1CCOCC1)c1cccc(S(=O)(=O)Nc2cc(Cl)ccc2Cl)c1	-4	-4
Cc1ccc2c(c1)CCCN2CC(=O)N(C)c1c(N)n(Cc2ccccc2)c(=O)[nH]c1=O	-8	4
Cc1cc(C(=O)NC2CC(C)(C)Cc3c2cnn3-c2ccccc2)n(C)n1 (stereo not given)	-22	1
CCOc1ccc(C(=O)N/N=C/c2cccc3cccnc23)cc1	8	0
CC1CCN(S(=O)C23CC4CC(CC(C4)C2)C3)CC1 (stereo not given)	8	2
CCN(C[C@H]1N[C@@](C)(C(=O)OC)[C@H]2C(=O)N(C)C(=O)[C@@H]12)C(=O)c1ccc(F)cc1	-5	-9
FC(F)(F)c1ccccc1NC(=S)N1CCN(Cc2ccc3c(c2)OCO3)CC1	3	-6
COCC(=O)N(C)[C@H]1C[C@H]2c3cc(N4CCN(C)CC4)ccc3CCN2C(=O)[C@H]1[C@H](C)O	-10	-3
CC1(C(=O)NCCc2ccccc2)Cc2c(-c3cccc(C(N)=O)c3)ccnc2O1 (stereo not given)	23	-17
CCN1C(=O)[C@@H]2[C@H](C1=O)[C@@H]1C(=O)Nc3ccccc3C(=O)N1[C@@H]2c1cccc(Cl)c1	8	-2
CCCCNc1ncnc2[nH]ncc12	-22	-11
COc1cc(NC(=O)Cn2c(=O)n(CC3CCCO3)c(=O)c3ccccc32)cc(OC)c1 (stereo not given)	-16	19
Cc1cccc(S(=O)(=O)NC(=O)C2(C)CCN2C(=O)c2ccccc2)c1 (stereo not given)	-9	6
CC(C)=Cc1oc2ccc([N+](=O)[O-])cc2c1N1CCOCC1	7	-4
Cc1onc(-c2ccccc2)c1C(=O)N/N=C/C=C/c1ccccc1	-15	-6
CCCn1nc(C(=O)N2CCN(S(=O)(=O)c3ccc(C)c(C)c3)CC2)c2ccccc2c1=O	24	-7

(cont.)
SMILES	TAG inh	TAG inh DAPI viability
COc1ccc(-c2[nH]ncc2CN(C)CC2CCCCO2)cc1F (stereo not given)	8	0
CN(C(=O)COC(=O)c1cc(=O)[nH]c2ccccc12)c1ccccc1	-3	8
Oc1cc(O)c(CN2CCOCC2)cc1CN1CCOCC1	-19	-3
CSc1nc(N)nc(C2CC2)n1	0	6
CCC1SC(CC)C(=O)N(CC(=O)Nc2ccc3c(c2)OCO3)C1=O (stereo not given)	5	-2
C#CCOCCOCCOCCNc1nc(N2CCN(C(=O)C(Cc3cc4ccccc4[nH]3)n3cc(C(N)Cc4ccc(O)cc4)nn3)CC2)nc(N2CCN(C(=O)C(CCC(=O)O)n3cc(C(N)C(C)CC)nn3)CC2)n1 (stereo not given)	-1	5
O=C(N/N=C/C=C/c1ccccc1[N+](=O)[O-])c1cc(-c2cccnc2)nc2ccccc12	16	-10
COc1ccc(-n2c(CNC(=O)COc3ccc(Cl)cc3Cl)n[nH]c2=S)cc1	6	-7
C[C@H](CO)N1C[C@H](C)[C@@H](CN(C)Cc2ccc(Cl)c(Cl)c2)Oc2c(NS(=O)(=O)c3cccs3)cccc2C1=O	-39	-1
COc1cccc(C(O)C2OC(=O)c3ccccc32)c1OC (stereo not given)	-3	-1
CN(C)c1cccc(C(=O)NC2CCCCCC2)c1	8	-12
COC(=O)c1cccc(-c2ccc(/C=N/N3C(=O)C4C5C=CC(C6CC56)C4C3=O)o2)c1 (stereo not given)	-12	-15
CC1CCCN(S(=O)(=O)c2ccc(C(=O)Nc3nnc(-c4ccccc4Cl)o3)cc2)C1 (stereo not given)	-2	4
CC1=C(C#N)C(c2ccc(O)cc2)C2=C(CCCC2=O)N1 (stereo not given)	2	-7
Cc1cc(NC(=O)C(C)C)ncc1NC(=O)CCc1ccccc1	5	-3
CC(C)CN(C(=O)COC(=O)CSc1ccc(Br)cc1)C1CCS(=O)(=O)C1 (stereo not given)	0	4
O=C(NCC1CCCO1)C(=O)N/N=C\c1ccc2c(c1)OCO2 (stereo not given)	-5	-2
CCOC(=O)c1cc(-c2ccc(F)cc2)n(CC(=O)NCc2ccccn2)c1C	8	2
COc1ccc(Cl)cc1NC(=O)CN(C)CC(=O)Nc1ccc2c(c1)OCO2	4	1
CCCn1c(SCC(=O)Nc2cccc(Cl)c2Cl)n[nH]c1=O	-5	1

More entries
SMILES	TAG inh	TAG inh DAPI viability
CC(C)(CO)CNC(=O)c1ccc(OC2CCN(C(=O)C3CC3)CC2)cc1	5	-14
Cc1csc2c(N3CCN(C(=O)NC(C)(C)C)CC3)ncnc12	-15	0
Cc1ccc(-n2ncc3c(=O)[nH]c(SCC(=O)N4CCC(C)CC4)nc32)cc1C	9	14
COc1ccc(NC(=O)Cn2cc(C(=O)c3ccco3)c3ccccc32)cc1	-18	-12
CC[C@]12c3[nH]c4ccc(Cl)cc4c3CCN1C(=O)[C@@H](CC(=O)NCc1ccc(OC)c(OC)c1)C[C@@H]2C(=O)N1CCN(C(=O)C2CC2)CC1	18	-1
Cc1ccccc1OCC(=O)OCC(=O)NC1CCCC1	1	-2
O=C(O)CC(NC(=O)C(c1ccccc1)c1ccccc1)c1cccc([N+](=O)[O-])c1 (stereo not given)	-5	5
O=C(CN1C(=O)NC(c2ccccc2)(c2ccccc2)C1=O)Nc1ccc2[nH]c(=O)[nH]c2c1	-3	1
OCc1nc2ccccc2n1/N=C/c1cccs1	3	0
COc1ccccc1CNC(=O)COC(=O)C12CC3CC(CC(O)(C3)C1)C2	7	2
CCCOc1ccc(CCC(=O)N/N=C/c2ccc([N+](=O)[O-])o2)cc1	3	-7
Cc1nnc(NC(=O)c2cccc(S(=O)(=O)N(C)c3cccc(Cl)c3)c2)s1	1	3
